Cardiac RTF inh = cardiac RTF calcium desensitization. 340,000 tested, 0.12% active. inhibition, % at 7.15 µM. AID 493244. IANBD-labeled cardiac RTF, Ca2+ fluorescence. P19429+P45379;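 active = inhibition above the mean inhibition of all tested compounds plus 3 SD, cut at about 17% in these data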;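 also: assay run at fixed EC70 calcium of 1.6 mM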
LANA DNA inh = KSHV C-LANA DNA binding inhibition. MBP-C-LANA/FAM-LBS DNA binding, fluorescence polarization. 340,000 tested, 0.078% active. inhibition, % at 9 µM;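 active = highest replicate inhibition at or above 60% at 9 µM, even if other replicates fall short; inactive = all replicates below 60% inhibition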;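 also: 0% = neutral control wells and 100% = 4 µM acridine orange control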
PKA-R2B activ = activators of human PKA-R2B complex; 340,000 tested, 0.079% active; P22694+P31323; PKA-R2B holoenzyme dissociation, Cy5-IP20 fluorescence polarization; R2B truncated from residue 108, S112A mutant; 0% DMSO only, 100% 113 µM cGMP; activation, % at 11.4 µM;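 active = activation above a cutoff set at the mean over all compounds plus 3 SD, cut at about 18% in these data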;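 also: higher means more holoenzyme dissociation and a rise in polarization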
Target sequence (P31323 whole entry, looked up, other chains not shown, the tested form may be a part): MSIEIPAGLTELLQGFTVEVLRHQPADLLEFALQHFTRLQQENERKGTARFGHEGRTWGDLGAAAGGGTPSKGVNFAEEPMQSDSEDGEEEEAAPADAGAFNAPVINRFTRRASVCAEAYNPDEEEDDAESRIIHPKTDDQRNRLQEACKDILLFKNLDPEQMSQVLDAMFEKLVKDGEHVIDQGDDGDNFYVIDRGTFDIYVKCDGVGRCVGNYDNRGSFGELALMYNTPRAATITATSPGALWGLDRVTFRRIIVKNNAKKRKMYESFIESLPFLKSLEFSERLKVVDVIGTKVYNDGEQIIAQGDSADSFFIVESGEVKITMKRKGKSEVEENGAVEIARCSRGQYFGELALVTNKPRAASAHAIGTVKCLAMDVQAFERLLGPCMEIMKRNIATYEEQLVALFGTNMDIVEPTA
Rtt109 Vps75 = blocks Candida albicans Rtt109/Vps75 acetyltransferase activity | Q5AAJ8 | purified Rtt109/Vps75, ThioGlo CoA-SH fluorescence, 4 h | inhibition, % at 34.9 µM | 330,000 tested, 0.16% active;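 active = inhibition of at least 50% in every replicate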
RTF Ca sens act = cardiac RTF calcium sensitization; IANBD-labeled TnC RTF fluorescence at EC20 calcium; 0% EC20 calcium, 100% full calcium; activation, % at 7.2 µM; 340,000 tested, 0.24% active;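 active = activation above the mean over all tested compounds plus 3 SD, cut at about 30% in these data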;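 also: rise in fluorescence read as greater calcium sensitivity of cardiac thin filaments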
DAGLB inh = blocks human DAGLB lipase activity; Q8NCG7; HEK293T DAGLB membrane lysate, EnzChek fluorogenic substrate; inhibition, % at 5.17 µM; 340,000 tested, 0.059% active; in the data active = inhibition above about 34%;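 also: 0% = enzyme with vehicle and 100% = wells lacking enzyme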
Keap1 Nrf2 FP = Keap1-Nrf2 (human) interaction inhibition; Q14145; Keap1 Kelch-Nrf2 peptide fluorescence polarization, 1536-well; inhibition, % at 9.4 µM; 340,000 tested, 0.15% active; in the data active = inhibition above about 12%;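 also: human Keap1 Kelch domain with fluorescein labeled Nrf2 9mer peptide probe; 0% = neutral control wells and 100% = peptide positive control; higher means more block of Keap1 binding to Nrf2 peptide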
Target sequence (Q14145 whole entry, looked up, the tested form may be a part): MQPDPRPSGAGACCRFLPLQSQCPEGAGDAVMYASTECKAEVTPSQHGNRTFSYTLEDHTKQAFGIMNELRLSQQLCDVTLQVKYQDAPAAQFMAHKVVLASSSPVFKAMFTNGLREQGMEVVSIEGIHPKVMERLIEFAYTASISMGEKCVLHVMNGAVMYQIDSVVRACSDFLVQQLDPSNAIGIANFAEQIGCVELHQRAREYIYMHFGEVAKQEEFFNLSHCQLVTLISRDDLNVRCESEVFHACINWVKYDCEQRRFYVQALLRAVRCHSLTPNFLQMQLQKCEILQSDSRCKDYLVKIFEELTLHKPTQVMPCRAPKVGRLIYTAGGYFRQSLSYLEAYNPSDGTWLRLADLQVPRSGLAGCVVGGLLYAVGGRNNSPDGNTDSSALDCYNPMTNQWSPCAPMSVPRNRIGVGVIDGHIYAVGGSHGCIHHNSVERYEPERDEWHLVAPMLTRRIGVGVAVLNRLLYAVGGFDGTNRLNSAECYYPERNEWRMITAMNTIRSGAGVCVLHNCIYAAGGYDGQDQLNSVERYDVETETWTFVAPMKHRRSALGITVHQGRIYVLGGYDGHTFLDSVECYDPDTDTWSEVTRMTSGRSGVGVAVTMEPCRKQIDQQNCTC
SR-BI uptake up = SR-BI HDL lipid transfer activation | AID 504775 | CHO ldlA[mSR-BI] cells, DiI-HDL uptake fluorescence, 3 h; 100 = double the neutral-control signal | activation, % at 12.5 µM | 320,000 tested, 0.096% active;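 active = mean replicate activation of at least 60% and every replicate at or above 60%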;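 also: 0% = median plate neutral-control signal and 100% = twice that signal; values of inactives mirror those of a sister screen read the other way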
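System: CHO ldlA[mSR-BI] cells / Medium: HEPES-buffered (25 mM, pH 7.4) F12 plus 0.5% BSA / Probe or stimulus: labelled HDL, 10 µg/mL / Doses: single compound concentration, delivered by pin transfer / Schedule: 3 h, 37 °C / Measured by: DiI fluorescence, bottom read / Measure: cell-associated DiI fluorescence as measure of HDL uptake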
CAL PDZ FP-1 = inhibitors of human CAL PDZ peptide binding; inhibition, % at 20 µM; Q9HD26; 330,000 tested, 0.02% active; AID 504414; purified CAL PDZ, TMR-peptide fluorescence polarization, 1 h;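 active = highest replicate inhibition of at least 40%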;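 also: plate controls were DMSO neutral control wells for no effect and unlabeled competitor peptide control wells for full effect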
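Material: tagged CAL PDZ protein CerCALP, purified; buffer or medium: sodium phosphate/NaCl buffer pH 7.4 with TCEP, IgG, Thesit; also added: fluorescent TMR peptide probe; schedule: 1 h incubation at room temperature before polarization reading; technique: fluorescence polarization from S- and P-plane intensities, G-factor corrected; control set: unlabelled peptide and DMSO controls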
CAL PDZ FP-2 = inhibitors of human CAL PDZ peptide binding; inhibition, % at 24.9 µM; AID 602252; Q9HD26; 300,000 tested, 0.92% active; purified CAL PDZ, TMR-peptide fluorescence polarization, 1 h;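 active = mean inhibition of at least 30% with at least half of replicates also reaching 30%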;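 also: 0% = DMSO neutral control and 100% = excess unlabeled competitor peptide PRC23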
The depositor's hits bear a star; . = not tested or not shown.

SMILES | Cardiac RTF inh | LANA DNA inh | PKA-R2B activ | Rtt109 Vps75 | RTF Ca sens act | DAGLB inh | Keap1 Nrf2 FP | SR-BI uptake up | CAL PDZ FP-1 | CAL PDZ FP-2
Nc1nnnn1/N=C/c1ccccc1C(F)(F)F | -5 | -0.4 | -8 | 6 | 4 | -3 | -4 | -1 | -2.4 | .
COC(=O)c1sccc1NC(=O)CC1NCCNC1=O (centres undefined) | -13 | 1.5 | -5 | 13 | 1 | 3 | 1 | 1 | -1.0 | 130*
COc1cccc(N(C(=O)CNC(=O)c2ccco2)C(C(=O)NC2CCCC2)c2ccncc2)c1 (centres undefined) | 2 | -2.0 | 4 | -1 | 3 | 1 | 1 | 12 | 0.0 | .
NC(=O)c1ccc(Oc2ccc3ccc(=O)oc3c2)c([N+](=O)[O-])c1 | -16 | 2.0 | -10 | -4 | 8 | 2 | -4 | 11 | -1.6 | -4
Cn1c(=O)c2c(SCC(=O)Nc3cccc(F)c3)nc(-c3ccco3)nc2n(C)c1=O | -7 | -1.3 | -4 | -8 | 8 | 1 | -4 | -12 | -3.5 | 0
N#CC1=C(N)Oc2cc(N)ccc2C1c1cc(Br)cs1 (centres undefined) | -15 | 3.7 | 5 | -2 | 8 | 2 | 5 | 8 | -0.2 | 3
O=C(CNC(=S)N(Cc1ccc(F)cc1)C1CCCCC1)NC1CC1 | -5 | 0.5 | 10 | -6 | -5 | 3 | 0 | 21 | -0.3 | .
Cc1cc(C)c(OCC(=O)Nc2ccc(NC(=O)c3ccco3)cc2)c([N+](=O)[O-])c1 | -1 | -0.1 | -2 | 26 | -1 | 1 | -3 | -64 | 0.4 | 8
CCCOC(=O)c1ccc(NC(=O)c2ccccc2OC)cc1 | -2 | -1.9 | 6 | . | -3 | -9 | 4 | -66 | -2.9 | 0
COc1ccc2[nH]c(=O)c(CN(Cc3ccco3)C(c3nnnn3Cc3ccccc3)C(C)C)cc2c1 (centres undefined) | -8 | 0.9 | -7 | -2 | -2 | 4 | -8 | -1 | -1.0 | -2
COc1ccccc1CNC(=O)CSC1=NCCS1 | 5 | -0.3 | -20 | -1 | 2 | -3 | -21 | 7 | -0.3 | -2
CCc1ccc(NC(=O)CSc2nc3n[nH]c(C)c3c(=N)n2-c2cccc(OC)c2)cc1 | 1 | 0.5 | -11 | 11 | -1 | -3 | 0 | 123* | -3.2 | .
COc1cc(C)c(Cl)cc1S(=O)(=O)n1ccnc1C | 14 | -0.1 | -2 | -6 | 7 | -3 | -1 | -4 | 0.0 | -24
O=C(Nc1nnc(-c2ccccc2)s1)c1ccc(F)cc1 | -19 | 0.6 | 0 | -5 | 2 | -3 | -3 | 5 | -0.8 | 5
COc1cc(C(=O)OCC(=O)Nc2ccc(S(=O)(=O)N3CCCC3)cc2)cc(OC)c1OC | -10 | -1.0 | 10 | -1 | -8 | -4 | -8 | -58 | -1.7 | 6
CN(C1CCCCC1)S(=O)(=O)c1cc2c3c(c1)CCN3C(=O)CC2 | -5 | 2.3 | -7 | -2 | 2 | 2 | -3 | 25 | -0.5 | -3
Cc1c(CC(=O)NCC(=O)NCC(=O)O)c(=O)oc2cc3oc4c(c3cc12)CCCC4 | -1 | -1.4 | -3 | -1 | -4 | -3 | -2 | 3 | -2.0 | -7
O=C(CCNC(=O)c1ccccc1Cl)Nc1ccccc1N1CCCC1 | -5 | 1.0 | 2 | -2 | -4 | 2 | 2 | -5 | 1.3 | 3
CCCCN(C(=O)C1CC(=O)N(c2ccc(OC)cc2OC)C1)c1c(N)n(CC(C)C)c(=O)[nH]c1=O (centres undefined) | -9 | 0.5 | -3 | -7 | 5 | -2 | -4 | 11 | -2.8 | -2
CN(C)C(=O)CSc1nnc(-c2ccco2)n1-c1ccccc1 | -8 | 1.2 | 2 | -1 | 1 | -3 | -5 | 14 | -1.6 | -2
Cc1c(N=C2N=C(NC(=O)NC(C)(C)C)c3ccccc32)c(=O)n(-c2ccccc2)n1C | 2 | 1.2 | -7 | 1 | -3 | -1 | 2 | -2 | -5.4 | 5
CCOC(=O)c1ccc(N2C(=O)CC(N3CCC(O)(c4ccc(Cl)cc4)CC3)C2=O)cc1 (centres undefined) | 8 | -0.2 | -9 | 11 | 5 | -1 | -5 | . | -1.4 | -1
Cc1ccc(S(=O)(=O)N2C[C@@H]3CCCC[C@@H]3[C@@H](C)[C@H]2c2cn(Cc3ccccc3)c3ncccc23)cc1 | -4 | -0.7 | 4 | 2 | -3 | -20 | 6 | 0 | -0.7 | -2
O=[N+]([O-])c1ccccc1NCc1ccccc1Cl | -3 | -0.1 | 6 | 4 | -2 | -1 | 0 | 7 | -0.7 | -4
Cc1ccc(CN2CC(C(=O)NCC(=O)Nc3c(C)cccc3C)CC2=O)cc1 (centres undefined) | -4 | 0.5 | -7 | -1 | 5 | 2 | -9 | 10 | -1.8 | 1
CCc1ccccc1N(C(=O)c1snc(C(N)=O)c1N)C(C(=O)NCC1CCCO1)c1ccc(C)o1 (centres undefined) | -27 | 1.8 | 0 | -22 | -4 | 1 | -2 | 9 | -1.1 | .
Clc1ccccc1/C=N/N1CCN(Cc2ccccc2)CC1 | 0 | -0.4 | 2 | 4 | -5 | -22 | 2 | 31 | -0.2 | -3
CC(C)(C)OC(=O)C[C@H]1C/C=C\C[C@H](CC(=O)NCCO)C(=O)N2CCC[C@@H]2COC1=O | -13 | -1.5 | 0 | 1 | -5 | 1 | -3 | -9 | -0.9 | -4
O=C(CSc1ccccc1)Nc1ccc(N2CCN(c3ccccc3)CC2)c(F)c1 | -1 | 5.8 | -12 | 0 | 0 | -4 | -1 | 13 | -0.1 | .
CCOC(=O)CNC(=O)Cn1cnc2sc(C)c(S(=O)(=O)N3CCC(C)CC3)c2c1=O | -2 | -0.5 | 9 | -5 | -3 | 1 | 3 | -7 | -2.5 | .
O=C(c1ccc2nc(Cc3ccccc3F)oc2c1)N1CC[C@H](O)C1 | -8 | -1.0 | -2 | -12 | -1 | 2 | 0 | 1 | -0.6 | 1
CCCOc1ccc(CN(CCO)CCO)cc1[N+](=O)[O-] | -4 | 0.8 | -6 | . | 0 | 1 | -4 | . | -2.3 | 0
Nc1nc(-c2ccco2)nc(N2CCCCC2)n1 | -3 | -0.8 | -3 | 0 | 1 | -4 | -3 | 10 | . | -2
Cc1cnn(-c2ccc3nnc(-c4ccc(Cl)cc4)n3n2)c1 | 0 | 1.5 | -9 | -4 | 1 | -1 | -1 | -31 | -1.9 | .
Cn1c(=O)c2[nH]c(CCCCCCCc3nc4ccccc4[nH]3)nc2n(C)c1=O | 2 | 0.7 | 4 | 3 | -11 | 0 | 2 | -11 | -2.2 | .
COc1ccc(S(=O)(=O)NCCSCc2ccco2)cc1C | 1 | 1.9 | 2 | 7 | 1 | -2 | -5 | 4 | -0.9 | -3

Two entries from above in another layout.
canonical_smiles,Cardiac RTF inh,LANA DNA inh,PKA-R2B activ,Rtt109 Vps75,RTF Ca sens act,DAGLB inh,Keap1 Nrf2 FP,SR-BI uptake up,CAL PDZ FP-1,CAL PDZ FP-2
O=C(c1ccc2nc(Cc3ccccc3F)oc2c1)N1CC[C@H](O)C1,-8,-1.0,-2,-12,-1,2,0,1,-0.6,1
CCCOc1ccc(CN(CCO)CCO)cc1[N+](=O)[O-],-4,0.8,-6,.,0,1,-4,.,-2.3,0

Going on with the list:
SMILES | Cardiac RTF inh | LANA DNA inh | PKA-R2B activ | Rtt109 Vps75 | RTF Ca sens act | DAGLB inh | Keap1 Nrf2 FP | SR-BI uptake up | CAL PDZ FP-1 | CAL PDZ FP-2
Cc1ccc(S(=O)(=O)NCCC(C)C)cc1[N+](=O)[O-] | 3 | -1.9 | 1 | 3 | 1 | -2 | 1 | 1 | -1.1 | -3
COc1ccccc1NC(=O)Cc1nc(CCl)cs1 | 6 | -1.2 | 6 | -5 | 1 | 2 | -1 | 14 | -0.8 | 0
C[C@H]1COC(=O)CCC/C=C\C[C@H](CC(=O)N(CCO)Cc2ccccc2)C(=O)N1 | -4 | 0.8 | 2 | -12 | -7 | -1 | -1 | 13 | 1.2 | -9
CN(C)CCNc1ncnc2c1sc1nc(-c3ccccc3)c3c(c12)CCCC3 | 1 | -8.2 | -9 | 5 | 9 | 0 | -15 | 17 | -4.2 | -7
CCOCCc1c(O)nc(SCC)[nH]c1=O | -1 | -0.9 | -9 | -9 | -4 | 3 | 0 | 35 | -4.1 | -3
CCOC(=O)c1c(NC(=O)OC)sc(C(=O)N(C)C)c1C | -8 | -0.7 | 0 | -34 | -2 | 2 | -2 | -18 | -1.2 | -2
Cc1ccc(C(=O)NC2CC3CCC(C2)N3C)cc1 (centres undefined) | -3 | -1.7 | -1 | -4 | 5 | 2 | -3 | 38 | 0.4 | .
Cc1ccccc1OCC(=O)O/N=C(\N)c1ccncc1 | -17 | 1.0 | 10 | -4 | 1 | -6 | -5 | -6 | -3.4 | -3
N#Cc1ccc(NC(=O)Cn2cnc(S(=O)(=O)N3CCc4ccccc43)c2)cc1 | -3 | 1.0 | -1 | -1 | -1 | 1 | -4 | 13 | -1.3 | -2
Cc1ccc(NC(=O)c2cc3ccccc3o2)nc1 | -10 | -0.3 | -7 | -2 | -4 | -4 | -3 | 13 | -3.1 | -2
COc1ccc(CN(C(=O)CN2C(=O)c3ccccc3S2(=O)=O)C(C(=O)NCC2CCCO2)c2ccncc2)cc1 (centres undefined) | 1 | 0.0 | -5 | -3 | 0 | -5 | 1 | 13 | -0.5 | 0
CC1CCCN(C(=O)Cn2nnc(-c3ccc(N(C)C)cc3)n2)C1 (centres undefined) | -1 | -1.1 | 0 | -1 | 4 | 2 | -3 | -2 | -0.1 | 1
Cc1cccc(NC(=O)COC(=O)CCc2ccc(S(=O)(=O)N3CCOCC3)cc2)c1C | -14 | -1.1 | -2 | 11 | 3 | 0 | 3 | 19 | -0.9 | 3
CCOC(=O)c1cnn(-c2ccccn2)c1N | -2 | -2.7 | -10 | -1 | -1 | -3 | 1 | -16 | -1.7 | -7
O=C(Cc1ccccc1)N/N=C/C=C/c1cccc([N+](=O)[O-])c1 | -5 | 1.1 | -1 | 7 | -3 | 6 | -3 | -21 | -1.2 | 0
CN(C)C(=O)c1nc2ccccc2s1 | -20 | 0.0 | -1 | 1 | 1 | 4 | -3 | -7 | -3.8 | -3
COc1cccc(NC(=O)Cn2c(=O)n(CCC(=O)NCc3ccco3)c(=O)c3ccccc32)c1 | -2 | -2.1 | -6 | 2 | -1 | 3 | -1 | . | -1.9 | -1

Entries from the list above containing a cyano group (2):
SMILES | Cardiac RTF inh | LANA DNA inh | PKA-R2B activ | Rtt109 Vps75 | RTF Ca sens act | DAGLB inh | Keap1 Nrf2 FP | SR-BI uptake up | CAL PDZ FP-1 | CAL PDZ FP-2
N#CC1=C(N)Oc2cc(N)ccc2C1c1cc(Br)cs1 (centres undefined) | -15 | 3.7 | 5 | -2 | 8 | 2 | 5 | 8 | -0.2 | 3
N#Cc1ccc(NC(=O)Cn2cnc(S(=O)(=O)N3CCc4ccccc43)c2)cc1 | -3 | 1.0 | -1 | -1 | -1 | 1 | -4 | 13 | -1.3 | -2
